# Screens from PubChem.
# POLK inh: qHTS for Inhibitors of Polymerase Kappa | purified Pol kappa, fluorescent DNA synthesis assay, 10 min | Potency, µM (top dose mostly 107 µM), for the others: at the top dose activity, negative = inhibition, usual class: inhibitors | DNA polymerase kappa (Homo sapiens), Q9UBT6 | 400,000 tested, 0.53% active; note: % is set by controls: 0 for no effect and ±100 for the full control effect
#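 Readout: fluorescence, taken kinetically at 0 and 10 min. Conditions: 10 nM Pol kappa, 15 min RT compound preincubation, 50 nM substrate final. Controls: enzyme-free buffer wells.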
# Pol eta inh: qHTS for Inhibitors of Polymerase Eta | DNA polymerase eta (Homo sapiens), Q9Y253 | recombinant Pol eta, fluorescent DNA replication assay | Potency, µM (highest dose often 114 µM), without a hit: at the top dose activity change, negative = inhibition, most hits filed as inhibitors | 390,000 tested, 1.2% active | AID 588591, 2011; note: % is set by controls: 0 for no effect and ±100 for the full control effect
# Target sequence (Q9Y253 whole entry, looked up): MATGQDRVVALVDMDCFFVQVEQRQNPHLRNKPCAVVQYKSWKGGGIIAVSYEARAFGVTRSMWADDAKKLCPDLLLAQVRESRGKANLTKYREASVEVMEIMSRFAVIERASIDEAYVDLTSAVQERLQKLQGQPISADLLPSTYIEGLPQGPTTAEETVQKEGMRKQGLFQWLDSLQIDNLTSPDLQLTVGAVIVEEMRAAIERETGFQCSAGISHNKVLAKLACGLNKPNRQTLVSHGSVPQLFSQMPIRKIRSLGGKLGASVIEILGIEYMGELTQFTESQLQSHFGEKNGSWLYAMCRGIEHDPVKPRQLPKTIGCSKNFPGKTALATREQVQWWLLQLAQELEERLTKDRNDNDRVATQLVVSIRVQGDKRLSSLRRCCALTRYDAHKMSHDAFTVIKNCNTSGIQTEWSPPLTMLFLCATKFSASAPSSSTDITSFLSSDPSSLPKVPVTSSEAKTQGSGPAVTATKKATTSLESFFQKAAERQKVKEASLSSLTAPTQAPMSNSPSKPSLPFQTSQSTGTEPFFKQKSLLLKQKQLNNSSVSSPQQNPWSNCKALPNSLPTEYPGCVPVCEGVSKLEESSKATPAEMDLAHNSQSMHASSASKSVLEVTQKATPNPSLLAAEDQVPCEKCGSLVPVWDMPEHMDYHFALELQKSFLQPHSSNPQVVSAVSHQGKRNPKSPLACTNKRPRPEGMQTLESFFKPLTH
#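 Pol eta at 10 nM preincubated with compounds 15 min at room temperature; reaction started with fluorescent substrate (50 nM final) and read kinetically at 0 and 10 min.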
# BLM helicase inh: qHTS Assay for Inhibitors of Bloom's syndrome helicase (BLM) | RecQ-like DNA helicase BLM (Homo sapiens), P54132 | recombinant BLM DNA unwinding, fluorescence dequenching | Potency, µM (highest dose often 56.1 µM), for inactives: top-dose activity change, negative = inhibition, most hits filed as inhibitors | 350,000 tested, 0.2% active | AID 2528, 2010;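 note: plate controls were vehicle for no effect and no enzyme for full effect; nearly all actives have a fitted effect of over 35% in size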
# Pol beta inh: qHTS Assay for Inhibitors of DNA Polymerase Beta. P06746. Pol beta primer extension/strand displacement, fluorescence kinetic. Potency, µM (doses to about 114 µM), for the others: top-dose activity change, negative = inhibition, hits mostly inhibitors. 340,000 tested, 1.3% active; note: % is set by controls: 0 for no effect and ±100 for the full control effect
#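 Values derive from four-parameter Hill fits of normalized kinetic data: reads at 0 and 10 min following addition of 50 nM substrate to 10 nM Pol beta preincubated 15 min with compound.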
# Apoferritin bind: qHTS Assay for Identification of Novel General Anesthetics; Ferritin light chain (Equus caballus), P02791; Potency, µM (top dose mostly 77.5 µM), without a hit: top-dose activity change, negative = displacement, hits mostly inhibitors; apoferritin/1-aminoanthracene competitive binding, fluorescence; 350,000 tested, 0.074% active; AID 485281, 2010; note: % is set by controls: 0 for no effect and ±100 for the full control effect; nearly all actives have a fitted effect of over 20% in size
# Target sequence (P02791 2-175 limits assumed): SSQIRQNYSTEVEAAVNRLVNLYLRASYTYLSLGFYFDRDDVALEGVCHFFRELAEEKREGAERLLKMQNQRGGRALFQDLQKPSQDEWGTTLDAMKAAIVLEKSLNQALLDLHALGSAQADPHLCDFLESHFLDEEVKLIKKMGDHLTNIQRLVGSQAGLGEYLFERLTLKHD
#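 Horse-spleen apoferritin (10 uM) in 50% saturated 1-aminoanthracene in PBS was incubated 10 min at room temperature with compound. Fluorescence (ex 380, em 535 nm) was normalized to free and bound 1-AMA, with concentration-response fitted by a four-parameter Hill equation.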
# APE1 inh: qHTS Assay for Inhibitors of the Human Apurinic/apyrimidinic Endonuclease 1 (APE1). DNA repair nuclease/redox regulator APEX1 (Homo sapiens), P27695. recombinant APE1, TAMRA/BHQ-2 abasic DNA cleavage fluorescence. Potency, µM (top dose mostly 65.8 µM), for inactives: at the top dose activity change, negative = inhibition, usual class: inhibitors. 350,000 tested, 0.35% active;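 note: plate controls were vehicle for no effect and reference inhibitor for full effect; nearly all actives have a fitted effect of over 55% in size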
#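 Compound pre-exposure to 0.75 nM APE1, 15 min at ambient temperature. Reaction initiated with 50 nM TAMRA/BHQ-2 THF substrate, read immediately in kinetic mode, 525 nm excitation, 598 nm emission.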
# POLI inh: qHTS for Inhibitors of Polymerase Iota; Pol iota fluorescent replication assay, 10 min; Potency, µM (doses to about 115 µM), for inactives: at the top dose activity, negative = inhibition, hits mostly inhibitors; 390,000 tested, 1% active
#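 Pol iota at 10 nM preincubated 15 min with compounds at room temperature; reaction started with fluorescent substrate, 50 nM final. Fluorescence read kinetically at 0 and 10 min; buffer-only wells as negative control.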
# BAZ2B block: qHTS Assay for Inhibitors of BAZ2B; AlphaScreen BAZ2B-H3K14Ac peptide displacement; Potency, µM (doses to about 114 µM), for the others: at the highest dose activity change, negative = inhibition, most hits filed as inhibitors; 360,000 tested, 4.4% active; AID 504333, 2011; note: % is set by controls: 0 for no effect and ±100 for the full control effect; nearly all actives have a fitted effect of over 60% in size
#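 Compounds, titrated to a top concentration of 110 uM, were incubated 30 min at room temperature with preformed BAZ2B/acetyl-K14 H3 peptide complex (50 nM each). Proximity signal was measured by AlphaScreen after 20 min with beads.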
# G9a inh: qHTS Assay for Inhibitors of Histone Lysine Methyltransferase G9a. G9a H3K9 monomethylation, AlphaScreen, 2 h. 350,000 tested, 8.8% active. Potency, µM (doses to about 102 µM), for the others: top-dose activity, negative = inhibition, actives largely listed as inhibitors. Histone-lysine N-methyltransferase EHMT2 (Homo sapiens), Q96KQ7; note: % is set by controls: 0 for no effect and ±100 for the full control effect; nearly all actives have a fitted effect of over 75% in size
#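 Compounds were preincubated with 20 nM G9a for 15 min, after which biotinylated H3K9 peptide (500 nM) and SAM (20 uM) started a 2 h room-temperature reaction. Monomethylated product was quantified by antibody-based AlphaScreen chemiluminescence.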
# An asterisk follows results filed as active; u = inconclusive; x = no result given; [ ] = another dose, or the depositor's remark. Calls come from the whole dose curve; as a rule, active = well fitted curve in the direction sought with a large enough effect; inconclusive = small, poorly fitted or top-dose-only effect, or another doubt; inactive = no such curve, though single readings can be large; an effect the other way counts as inactive or inconclusive. Potency is the fitted concentration of half-maximal effect. These rows are one share of the data; count on the stated rates, not on these rows.
# Every second line gives: POLK inh, Pol eta inh, BLM helicase inh, Pol beta inh, Apoferritin bind, APE1 inh, POLI inh, BAZ2B block, G9a inh
> CCOc1cc(C(C(=O)NCC2CCCO2)N(C(=O)Cn2nnc3ccccc32)c2ccc(NC(C)=O)cc2)ccc1O (configuration not stated)
    1.3%, -8.2%, -3.3%, 0.3%, -2.3%, 8.7%, 115.9%[activator], -5.8%, 44.7µM*
> Cc1ccc2nc(C(F)OC(F)(F)F)[nH]c2c1 (configuration not stated)
    -20.5%, 5.0%, -0.5%, 8.3%, -21.4%, 3.8%, 7.6%, -27.3%, 6.6%[59 µM]
> CC(C)CC(NC(=O)C(CO)NC(=O)C1CCC(=O)N1)C(N)=O (configuration not stated)
    -4.6%, -21.6%, 0.3%, 26.4%, 2.4%, 15.0%, 51.5%[activator], x, 21.6%
> Cc1c(Cl)cccc1NC(=O)CSc1nc(=O)n(CCN2CCOCC2)c2c1CCC2
    -5.5%[60.1 µM], -4.1%, 2.4%, 11.2%, -9.2%, x, -1.4%, -1.6%, 13.0%[59 µM]
> Cc1oc2c(c(C)cc3oc(=O)c(CC(=O)N[C@@H](CC(C)C)C(=O)O)c(C)c32)c1C
    -15.7%, -0.7%, -1.6%, u, 58.3%[activator], -5.7%, 50.7%[activator], -22.9%, u
> COC(=O)CC1C(=O)NCCN1C(=S)Nc1ccccc1Cl (configuration not stated)
    -12.1%, -12.5%, -0.9%, 0.5%, -4.6%, 3.6%, 145.7%[activator], -16.8%, -0.8%
> O=C(NCCNC(=O)c1cnccn1)c1ccc(Cl)c(Cl)c1
    -23.1%, -5.5%, -7.0%, 0.0%, 1.3%, 5.6%, 12.5%, 6.8%, u
> CCOc1ccccc1NC(=O)NCc1ccc2c(c1)OCO2
    -5.2%, 4.9%, 1.5%, 43.9%, -2.5%, 30.1%, 9.3%, 0.4%, 55.5%[activator]
> CCOC(=O)c1cc(-c2ccc(F)cc2)n(CC(=O)NC2CCCCCC2)c1C
    -8.1%[60.1 µM], -2.2%, 0.2%, 14.3%, 6.7%, x, 7.9%, 1.7%, -0.2%[59 µM]
> Cc1ccc(S(=O)(=O)N2CCOCC2)cc1C(=O)NCc1cn2ccsc2n1
    -0.9%, 2.7%, -0.3%, 2.7%, -7.4%, 0.0%, 7.0%, x, 5.1%[59 µM]
> COc1cc(NC(=S)NCc2cccs2)cc(OC)c1
    -1.1%, -18.8%, 0.5%, 35.0%, -11.6%, 6.2%, -2.4%, -5.1%, -9.2%[59 µM]
> CCC(C)/C=C/C1=CC2=C(Cl)C(=O)C3(C)OC(=O)C(C(=O)C(C)C(C)O)C3C2=CO1 (configuration not stated)
    79.4µM*, u, -12.2%, 22.4µM*, 155.8%[activator], 10µM*, u, u, u
> CCOC(=O)c1sc2nccc(N(C)C)c2c1N=CNOCc1c(F)cccc1Cl
    -2.2%, -18.7%, -5.1%, 0.4%, 29.6%, 0.3%, u, 47.2%[activator], 76.5%[activator]
> CCn1c(SCC(=O)NCc2ccco2)nc2c(c1=O)SC(C)C2 (configuration not stated)
    -26.0%, u, -5.2%, -2.3%, -3.4%, -0.1%, u, -6.6%, 14.1µM*
> CC(=O)NCCOC(=O)Nc1cccnc1
    -3.9%, 5.3%, -0.5%, 29.3%, -3.5%, -3.5%, 15.6%, -8.8%, 16.0%[59 µM]
> Cc1cc(-c2ccc(S(=O)(=O)Nc3ccc(Cl)cc3)cc2)on1
    -9.7%[60.1 µM], -14.3%, -7.2%, 1.5%, 3.2%, x, -6.2%, 9.7%, -36.8%[59 µM]
> O=C(Cc1ccccc1[N+](=O)[O-])Nc1ccc(S(=O)(=O)N2CCCC2)cc1
    x, x, -2.5%, -9.7%, u, 15.1%, x, -22.7%, 8.5%
> COc1c(F)c(F)c(C(=O)Nc2ccc3oc(-c4ccncc4)nc3c2)c(F)c1F
    -14.2%, u, -7.0%, -4.9%, -10.8%, -0.3%, 8.0%, 7.4%, -6.8%[59 µM]
> CCOc1ccccc1NC(=O)CN(c1nccs1)S(=O)(=O)c1ccc(N)cc1
    -4.0%, 3.7%, 0.1%, 13.4%, -11.1%, 0.3%, 1.5%, -1.4%, -13.6%[59 µM]
> CN(C(=O)c1ccc(NC(=O)Cc2ccc(NC(=O)C3CCN(C(=O)C4CCCCC4)CC3)cc2)cc1)C1CC1
    -13.8%, -8.0%, x, x, x, -16.6%, 10.8%, 0.8%, 1.2%[0.501 µM]
> C#CCOc1ccccc1/C=N/NC(=O)c1ccccc1OCc1ccccc1
    9.0%, 2.1%, -4.8%, 13.2%, -13.8%, 2.0%, 2.6%, -8.0%, x
> CC(C)C[C@H](NC(=O)OC(C)(C)C)c1n[nH]c(=S)n1N
    -0.1%, -5.8%, -2.3%, 0.5%, -4.9%, 0.5%, -5.8%, -18.5%, 10µM*
> CC(NCc1ccco1)C(=O)N1CCc2ccccc2C1 (configuration not stated)
    -10.2%[60.1 µM], -8.0%, -0.8%, -2.1%, -7.2%, -1.6%, 46.0%[activator], 56.2µM*, u
> COc1ccc(CC2=C(O)c3ccccc3C(=O)C2=O)cc1
    -0.7%, -17.8%, -4.2%, 23.2%, 2.7%, -0.8%, u, u, u
> CCOC(=O)c1ccc(NC(=O)c2oc3ccc4c(c3c2C)C(=O)CC(C)(CC)O4)cc1 (configuration not stated)
    -12.9%, -15.6%, -6.4%, -23.1%, -11.7%, x, 4.3%, -7.1%, -22.5%[59 µM]
> O=C(CCc1nnc(C2CCCCC2)o1)N1CCN(Cc2ccccc2)CC1
    2.2%, u, -5.4%, -0.5%, -9.9%, 2.5%, 65.4%[activator], -9.4%, -6.4%
> CC1Cc2cc(S(=O)(=O)N3CCC(C(=O)N4CCN(c5ccccc5F)CC4)CC3)ccc2N1C(=O)C1CC1 (configuration not stated)
    -5.7%, -16.4%, -5.7%, 14.4%, 10.3%, -8.8%, 59.3%, -9.3%, -1.6%
> COc1cc(C)c(CN2CCN(C(C)C(=O)NC(C)c3ccccc3)CC2)cc1OC (configuration not stated)
    2.3%, 4.3%, -2.0%, -1.7%, -11.7%, 20.6%, -1.9%, -3.0%, -43.8%
> CN1CCc2nc3sc(C(=O)C45CC6CC(CC(C6)C4)C5)c(N)c3cc2C1
    u, u, -3.0%, 50.1µM*, u, -1.1%, 0.0%, u, 2.24µM*
> COc1ccc2cc(-c3ccccc3)ncc2c1
    -17.7%, 1.5%, -2.0%, 2.9%, -9.4%, -0.6%, -5.4%, 1.4%, x

# Compound profiles (already shown). Order of values: POLK inh | Pol eta inh | BLM helicase inh | Pol beta inh | Apoferritin bind | APE1 inh | POLI inh | BAZ2B block | G9a inh
# COc1ccc2cc(-c3ccccc3)ncc2c1 is listed with -17.7% | 1.5% | -2.0% | 2.9% | -9.4% | -0.6% | -5.4% | 1.4% | x
# CC(C)CC(NC(=O)C(CO)NC(=O)C1CCC(=O)N1)C(N)=O (configuration not stated) is listed with -4.6% | -21.6% | 0.3% | 26.4% | 2.4% | 15.0% | 51.5%[activator] | x | 21.6%
# CCC(C)/C=C/C1=CC2=C(Cl)C(=O)C3(C)OC(=O)C(C(=O)C(C)C(C)O)C3C2=CO1 (configuration not stated) is listed with 79.4µM* | u | -12.2% | 22.4µM* | 155.8%[activator] | 10µM* | u | u | u
# COc1cc(C)c(CN2CCN(C(C)C(=O)NC(C)c3ccccc3)CC2)cc1OC (configuration not stated) is listed with 2.3% | 4.3% | -2.0% | -1.7% | -11.7% | 20.6% | -1.9% | -3.0% | -43.8%

# The list goes on:
# Every second line gives: POLK inh, Pol eta inh, BLM helicase inh, Pol beta inh, Apoferritin bind, APE1 inh, POLI inh, BAZ2B block, G9a inh
> COCc1ccc(C(=O)N(C)CC2CCCN(CCc3ccc(OC)cc3)C2)o1 (configuration not stated)
    1.5%, -3.7%, 3.1%, 3.9%, -11.3%, 15.4%, 26.9%, -0.2%, -8.2%
> Cc1cccc(NC(=O)c2cc(N3CCOCC3)nc3ccccc23)c1
    4.3%, -9.0%, -5.1%, 18.6%, 57.7%[activator], 1.2%, -6.5%, 3.1%, -0.9%
> Cc1cccc(NC(=O)CN(CC2CCCO2)C(=O)c2cc(S(=O)(=O)N(C)C)ccc2F)c1C (configuration not stated)
    6.4%, -22.4%, x, x, x, -6.3%, 40.1%[activator], x, x
> Cc1ccn(CCC(=O)Nc2ccc3c(c2)OCO3)n1
    -1.6%, -6.3%, -5.0%, -10.8%, 2.1%, 23.0%, 13.5%, u, -12.9%
> O=C(Nc1ccccc1)N1CCN(c2ccc(F)cc2)CC1
    3.2%, -7.0%, -8.8%, 0.3%, -1.7%, -2.1%, -7.7%, 9.3%, -5.6%[59 µM]
> O=C(COc1ccc(Br)cc1)c1ccc2c(c1)CCCC2
    -2.4%, -7.4%, -5.1%, 28.5%, u, 12.2%, 0.1%, 100.8%[activator], 12.6%[12.7 µM]
> NC(=O)c1ccccc1NCC(=O)c1ccc(F)cc1
    -9.7%, 0.0%, -4.3%, -12.3%, -9.6%, 9.6%, 3.2%, 2.5%, u
> COc1ccc(S(=O)(=O)n2nc(C)c(S(=O)(=O)N3CCCCCC3)c2C)cc1C
    -3.4%[60.1 µM], u, 2.3%, -12.5%, -8.7%, x, 23.7%, u, -2.9%[59 µM]
> Cc1ccc(NC(=O)c2ccc(S(=O)(=O)N3CCOCC3)cc2)c(C)c1
    -2.5%, -4.0%, -2.5%, 13.1%, -3.3%, -0.7%, 93.6%[activator], 1.2%, 16.0%
> NS(=O)(=O)c1ccc(NC(=O)COC(=O)c2cnc(Cl)c(Cl)c2)cc1
    -7.5%, -1.0%, -0.1%, -3.6%, 0.5%, 0.0%, 0.0%, 3.1%, x
> Cc1nn(Cc2ccccc2)c2c1C(c1cccc(Cl)c1)C(C#N)=C(N)O2 (configuration not stated)
    -6.5%, -8.4%, -2.3%, -2.8%, u, 0.9%, u, u, 50.1µM*
